# Rat MKP-3 inhibitors: inhibition of rat DUSP6 enzyme activity – biochemical, in vitro, primary screen (AID 425); one-dose inhibition, % at 20 µM; IC50 in µM for titrated hits; 110,000 tested, 0.17% active; recombinant MKP-3 phosphatase activity, fluorescence; higher % means a stronger effect; in the data active = inhibition above about 50%;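 note: plate controls were vehicle for no effect and reference inhibitor for full effect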
# Hsp70 inhibitors: Hsp70 inhibitors, probe displacement, primary screen, biochemical, fluorescence polarization (AID 583) | Hsp70 fluorescence polarization probe displacement, mP; higher % means a stronger effect | displacement, % at 20 µM, or IC50 in µM where a hit was titrated | 140,000 tested, 0.06% active; in the data active = displacement above about 50%;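 note: plate controls were vehicle for no effect and reference ligand for full effect; a part of the inactive calls stands beside numbers as strong as those of hits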
# * = called active by the depositor; / = not tested or not shown; & = joins results of further samples.
# Start of the data: the first four entries as a preview:
Hsp70 inhibitors,Rat MKP-3 inhibitors,Molecule
3.0%,/,OC(CN1CCN(Cc2ccc3c(c2)OCO3)CC1)c1c[nH]c2ccccc12 (stereo not drawn)
1.6%,0.2%,COc1ccc([N+](=O)[O-])cc1NCc1ccco1
7.2%,-0.7%,COCCn1nnnc1C(c1cc2ccc(OC)cc2[nH]c1=O)N1CCN(C2CCCCC2)CC1 (stereo not drawn)
-4.0%,-11.1%,O=C(Cn1ncc2c(=O)oc3ccccc3c21)NCCN1CCN(c2ccccc2F)CC1

# The list itself, from the start:
Hsp70 inhibitors,Rat MKP-3 inhibitors,Molecule
3.0%,/,OC(CN1CCN(Cc2ccc3c(c2)OCO3)CC1)c1c[nH]c2ccccc12 (stereo not drawn)
1.6%,0.2%,COc1ccc([N+](=O)[O-])cc1NCc1ccco1
7.2%,-0.7%,COCCn1nnnc1C(c1cc2ccc(OC)cc2[nH]c1=O)N1CCN(C2CCCCC2)CC1 (stereo not drawn)
-4.0%,-11.1%,O=C(Cn1ncc2c(=O)oc3ccccc3c21)NCCN1CCN(c2ccccc2F)CC1
-1.9%,-4.0%,C=CCNC(=O)CN(c1ccc(F)c(Cl)c1)S(C)(=O)=O
0.3%,-11.2%,O=C(OCC(=O)N1CCOCC1)c1ccc2c(c1)OCCO2
6.3%,-0.3%,COc1ccc(-c2nc3c(n2O)CCc2nonc2-3)cc1OC
-0.7%,-0.7%,O=C(Nc1ccc(O)cc1)c1ccc(-c2ccccc2)cc1
-2.7%,-8.4%,O=C(Nc1ccccc1)NC1CCN(CCCN2C(=O)c3ccccc3C2=O)CC1
7.4%,2.4%,CCn1cc(C(=O)OC(C)C(=O)Nc2c(C)n(C)n(-c3ccccc3)c2=O)c(=O)c2ccc(C)nc21 (stereo not drawn)
6.7%&3.9%,-10.9%&2.3%,O=C1CC(c2ccccc2)CC(O)=C1C=NCCN1CCNCC1 (stereo not drawn)
-7.6%,/,CCCCSC1(SCCCC)N=C(N)C2(C#N)C(c3ccccc3)NC(C)=CC12C#N (stereo not drawn)

Hsp70 inhibitors,Rat MKP-3 inhibitors,Molecule
-0.6%,-12.0%,COC(=O)c1cn(C(=O)c2cccs2)c2ccccc12
4.6%,-4.7%,CNS(=O)(=O)c1ccc(NC(=O)C(CCSC)NC(N)=O)cc1 (stereo not drawn)
-4.5%,-4.6%,Cc1nc(NCCO)c(C#N)c2c1COC(C)(C)C2
0.2%,-8.2%,COCCNC(=O)CN1CCOc2ccccc21
-0.9%,3.6%,CCOC(=O)/C=C(\C)Nc1nc(S(=O)(=O)c2ccc(C)cc2)c(Cl)s1
-1.5%,-8.1%,CCSC1=NCN(CCCC(=O)O)CN1
2.4%,/,CCN1CCc2nc(NC(=O)C(c3ccccc3)c3ccccc3)sc2C1
-9.0%,-12.2%,Cc1ccc(C)c(S(=O)(=O)c2c(N)n(/N=C/c3ccco3)c3nc4ccccc4nc23)c1
1.6%,-17.9%,CC(CCc1ccccc1)NC(=O)COC(=O)C1=COCCO1 (stereo not drawn)
-2.2%,3.3%,O=C(/C=C/c1ccc(-c2ccccc2[N+](=O)[O-])o1)c1ccc(Cl)cc1
2.7%,/,CCOC(=O)c1c(C)nc2c(c1C)c(=O)oc1ccccc12
-2.1%,3.0%,Cc1nn2c3c(cnc2c1-c1ccccc1)C(=O)CCC3

# As a working copy, two of the compounds above:
Hsp70 inhibitors,Rat MKP-3 inhibitors,Molecule
2.7%,/,CCOC(=O)c1c(C)nc2c(c1C)c(=O)oc1ccccc12
-2.1%,3.0%,Cc1nn2c3c(cnc2c1-c1ccccc1)C(=O)CCC3

# Additional structures follow.
Hsp70 inhibitors,Rat MKP-3 inhibitors,Molecule
-1.3%,0.6%,O=C(Cn1cnc2ccccc2c1=O)NCC(=O)N1CCN(c2ccccn2)CC1
-2.7%,3.1%,COc1cc2c(NCc3ccco3)cc(O)c(CC(=O)Nc3ccc(Cl)cc3)c2cc1OC
1.5%,1.1%,O=C(NCCOCc1ccccc1)c1ccccc1I
-5.3%,-1.8%,CC1=C([N+](=O)[O-])C(c2ccccc2Cl)NC(=O)N1C (stereo not drawn)
2.5%,3.7%,CCS(=O)(=O)NCCc1cc2cc(C)c(C)cc2[nH]c1=O
-6.5%,-0.2%,CCC(C)NC(=O)CCNS(=O)(=O)c1ccc(Br)cc1 (stereo not drawn)
5.3%,/,c1ccc(C2OC3c4cccc5cccc(c45)C3N2c2ccccc2)cc1 (stereo not drawn)
-4.7%,-0.7%,c1ccc(Cc2nnc3sc(Nc4ccccc4)nn23)cc1
-2.4%,-3.2%,CC(=O)c1ccc(NC(=O)C2CCC(C)NC2=O)cc1 (stereo not drawn)
-2.7%,-8.0%,NC(=O)C1CCCN(Cc2ccc(Cl)cc2)C1 (stereo not drawn)
0.2%,4.4%,O=C(NCCN1CCN(S(=O)(=O)c2ccc3ccccc3c2)CC1)C(=O)Nc1ccccc1
-2.7%,-1.0%,Cc1ccccc1-n1c(Cn2c(=O)sc3ccccc32)nnc1SCC(=O)N1CCOCC1

Hsp70 inhibitors,Rat MKP-3 inhibitors,Molecule
-3.1%,/,N#C/C(=C(/O)CN1CCN(c2ccccc2F)CC1)c1nc(-c2ccccc2)cs1
-3.9%,-2.4%,COc1ccc(NC(=O)CSc2nc3ccc(N4C(=O)c5ccccc5C4=O)cc3s2)c([N+](=O)[O-])c1
6.2%,-4.4%,O=C1Nc2ccccc2C1=Nc1ccc(-c2nnc3n2CCCCC3)cc1
13.3%,-8.0%,CCOC(=O)c1c(C)oc2c1c1c(c3ccccc32)OCN(Cc2cccnc2)C1
1.8%,2.9%,C/C(Cn1nnc([N+](=O)[O-])n1)=N\NC(=O)c1ccc(O)cc1
-3.2%,3.3%,O=C(CCC1CCCC1)NCc1cccnc1
1.7%,/,Nc1nc(N)nc(-c2ccc(Oc3ccccc3)cc2)n1
-3.4%,1.9%,COc1ccc(CN2CCN(Cc3ccncc3)CC2)cc1
-1.5%,/,CCCCc1c(C)c(C#N)c2nc3ccccc3n2c1Nc1c(C)n(C)n(-c2ccccc2)c1=O
-7.7%,/,CNc1c([N+](=O)[O-])ncn1C
1.4%,-3.2%,C=CCOc1ccc(/C(O)=C2/C(=O)C(=O)N(CCCN3CCOCC3)C2c2ccc(OC)cc2)cc1 (stereo not drawn)
1.6%,-0.4%,COCCCNC(=O)c1c(-c2ccccc2Cl)noc1C

Hsp70 inhibitors,Rat MKP-3 inhibitors,Molecule
-4.9%,/,COc1ccc(NC(=O)CN2c3cccc4cccc(c34)S2(=O)=O)c(OC)c1
0.3%,1.5%,CCOC(=O)C(Cc1cccc([N+](=O)[O-])c1)SC#N (stereo not drawn)
-4.9%,-2.2%,COc1ccc(Cn2c(=O)[nH]c3cc(C(=O)N4CCN(Cc5ccccc5)CC4)ccc3c2=O)cc1
0.5%,-6.8%,Cc1ccc(NS(=O)(=O)c2ccc(NC(=O)c3ccc(Br)o3)cc2)c(C)c1
-2.7%,0.9%,CCOc1ccc(NC(=O)CSc2nnc(-c3ccccc3Cl)n2Cc2ccco2)cc1
1.4%,3.1%,CC1(C)C(=O)N(Cc2ccc(Cl)c(Cl)c2)c2ccccc2N1C(=O)c1ccc([N+](=O)[O-])cc1
-4.8%,-3.7%,Cc1ccc(Nc2nc(N3CCOCC3)c3ccccc3n2)cc1
1.0%,-1.1%,COCCN1C(=O)C(=O)/C(=C(/O)c2cccc(OC)c2)C1c1ccncc1 (stereo not drawn)
2.6%,-8.2%,CCn1c(SCC(=O)Nc2cc(C)on2)nnc1-c1cccs1
2.0%,/,CCC(C)c1ccc(OCCN2CCCC2)cc1 (stereo not drawn)
2.1%,3.4%,COc1ccc(C2CC(=O)C3=C(C2)Nc2ccccc2NC3c2c(F)cccc2F)cc1 (stereo not drawn)
-6.0%,/,Cc1cc(C)nc(SCc2nc3ncccn3c2Br)n1

# 6 entries from above, with two lines to a compound:
# The line under a structure holds: Hsp70 inhibitors, Rat MKP-3 inhibitors
> Cc1ccc(Nc2nc(N3CCOCC3)c3ccccc3n2)cc1
    -4.8%, -3.7%
> COCCN1C(=O)C(=O)/C(=C(/O)c2cccc(OC)c2)C1c1ccncc1 (stereo not drawn)
    1.0%, -1.1%
> CCn1c(SCC(=O)Nc2cc(C)on2)nnc1-c1cccs1
    2.6%, -8.2%
> CCC(C)c1ccc(OCCN2CCCC2)cc1 (stereo not drawn)
    2.0%, /
> COc1ccc(C2CC(=O)C3=C(C2)Nc2ccccc2NC3c2c(F)cccc2F)cc1 (stereo not drawn)
    2.1%, 3.4%
> Cc1cc(C)nc(SCc2nc3ncccn3c2Br)n1
    -6.0%, /

# Next structures follow:
Hsp70 inhibitors,Rat MKP-3 inhibitors,Molecule
2.2%,-6.9%,CC(C)(C)c1ccc(S(=O)(=O)NCC(=O)N2CCN(C(=O)c3ccco3)CC2)cc1
7.9%,-11.3%,CCOC(=O)c1[nH]c(C)c(C(=O)OCC(=O)NC(=O)NC(C)(C)C)c1C
2.0%,-11.9%,OC(CN1C2=NCCCN2c2ccccc21)c1ccc2c(c1)OCO2 (stereo not drawn)
-1.3%,1.7%,Oc1[nH]c2ccc(Cl)cc2c1N=Nc1ccnc2cc(Cl)ccc12
5.7%,0.3%,CC(=O)Nc1ccc(C(=O)Nc2ccc(C(C)C)cc2)cc1
-0.2%,/,CC(=O)C1=NN(c2ccccc2)C(c2cccs2)N1c1ccc(N(C)C)cc1 (stereo not drawn)
-0.9%,4.6%,CN1C(=O)NC(=O)/C(=C\c2ccc(N3CCCC3)cc2)C1=O
-1.6%,/,CC(C)Sc1oc(-c2ccco2)nc1S(=O)(=O)c1ccccc1
2.3%,-8.2%,CCOC(=O)c1[nH]c2ccc(F)cc2c1N=C(C)N(CC)CC
-1.9%,-8.4%,O=C(CN1CCN(c2ccccc2F)CC1)c1ccc2c(c1)OCO2
-0.5%,-12.1%,CCCC1=C(C(=O)OCC)C(c2ccccc2OC)NC(=O)N1 (stereo not drawn)
-3.2%,-11.4%,CC(C)CCn1c(SCCN2CCOCC2)nc2c1c(=O)[nH]c(=O)n2C

Hsp70 inhibitors,Rat MKP-3 inhibitors,Molecule
0.3%,2.1%,COC(=O)c1c(NC(=O)c2cc3ccccc3oc2=O)sc2c1C(C(=O)OC)CC2 (stereo not drawn)
-6.3%,-0.3%,Cc1ccc(S(=O)(=O)c2nc(NC3CCS(=O)(=O)C3)sc2Cl)cc1 (stereo not drawn)
-2.5%,3.5%,CC12C=CC(O1)C1C(=O)N(c3ccc(Cl)cc3)C(=O)C12 (stereo not drawn)
2.7%,-4.9%,CCCOc1ccccc1-c1nc2c([nH]1)c(=O)[nH]c(=O)n2C
4.2%,0.2%,CN1C(=O)N(C)C2(c3ccccc3)N(N)C(N)=NC12c1ccccc1 (stereo not drawn)
-6.5%,-2.1%,CCC/C(O)=C1\C(=O)CC(C)(C)CC1=Nc1ccc([N+](=O)[O-])cc1
-1.6%,/,CCC1(C)Cc2c(sc3nn[nH]c(=O)c23)CO1 (stereo not drawn)
-3.2%,-0.7%,COCCOC(=O)c1c(C)oc2ccc(OC(=O)c3sc4ccccc4c3Cl)cc12
-0.6%,2.3%,CC(=O)Nc1ccc(C2NC(=O)NC3=Nc4ccccc4SC(c4ccccc4)=C32)cc1 (stereo not drawn)
4.8%,-5.3%,Cc1cccc(OCC(=O)Nc2ccc(S(=O)(=O)Nc3ncccn3)cc2)c1
0.1%,2.9%,CCCCSc1nnc([C@H](CC(C)C)NC(=O)OC(C)(C)C)o1
4.2%,-3.6%,CCOc1ccc(N2C(=O)C(O)=C(C(=O)/C=C/c3ccccc3)C2c2ccccc2[N+](=O)[O-])cc1 (stereo not drawn)

Hsp70 inhibitors,Rat MKP-3 inhibitors,Molecule
-1.5%,-3.1%,CCN(CC)S(=O)(=O)c1ccc(NC(=O)COc2ccc(Cl)cc2)cc1
-1.6%,2.8%,CCN(CC)C(=O)CSc1nc2ccc([N+](=O)[O-])cc2s1
-4.7%,-11.8%,CC(C)Sc1oc(-c2ccco2)nc1S(=O)(=O)c1ccc(F)cc1
-0.4%,1.7%,O=C(Nc1ccc(-c2nc3ccccc3o2)c(O)c1)c1ccc(Cl)cc1
2.2%,2.0%,O=C(NC(=S)Nc1ccc(Cl)cc1Cl)c1ccc(Cl)cc1
3.7%,5.4%,CCOc1ccc(NC(=O)C2=C(C)NC(=S)NC2c2ccc(C)cc2)cc1 (stereo not drawn)
-4.3%,/,CCn1c(CC(=O)Nc2ccc(C)c(Cl)c2)nnc1SCCOc1ccc(OC)cc1
-4.5%,/,O=C(Oc1ccc(Cl)cc1)c1ccc(COC(=O)c2cnccn2)cc1
5.0%,0.1%,O=C(Nc1ccc(OCC(=O)N2CCOCC2)cc1)c1ccccc1F
-0.8%,0.3%,CN1CCN(C(=O)c2c(O)c3cccc4c3n(c2=O)CCC4)CC1
5.9%,/,N#CC1=C(N)C(C#N)(C#N)C(c2cccnc2)C2CC(c3ccccc3)CC=C12 (stereo not drawn)
2.0%,0.7%,CC(C)CCn1c2ccccc2c2cc(CC(=O)O)ccc21

Hsp70 inhibitors,Rat MKP-3 inhibitors,Molecule
-0.5%,0.1%,CCOC(=O)c1cccc(Nc2nc(C)cc(C)n2)c1
-2.8%,0.7%,O=C(CCc1ccccc1)Nc1ccc(Br)cn1
-4.3%,-13.2%,CCOc1ccc(N2C(=O)NC(=O)/C(=C/c3cccc(OC)c3)C2=O)cc1
-0.6%,6.0%,CC1(C)Cc2ccccc2C(Sc2ccc(N)cc2)=N1
-1.1%,/,CCc1ccc(C(C(=O)NCCOC)N(C(=O)Cn2nnc3ccccc32)c2cccnc2)cc1 (stereo not drawn)
1.1%,-1.8%,Cc1ccccc1OCC(=O)O/N=C(\N)Cc1cccs1
1.7%,-9.3%,O=C(CS(=O)(=O)c1ccccc1)N1CCCCCC1
-2.5%,-5.3%,O=C(N/N=C/c1c[nH]c2ccccc12)c1ccccc1[N+](=O)[O-]
-2.2%,-5.5%,N#CCCN1CCN(Cc2cc(-c3ccccc3)ccc2O)CC1
-5.1%,-3.1%,COc1ccc(CC(=O)Nc2ccc3c(c2)OCO3)cc1S(=O)(=O)N1CCOCC1

# Screening data: PubChem BioAssay, Sanford-Burnham Center for Chemical Genomics

# An excerpt. The share of hits here may be higher or lower than overall.
